Assay outcomes deposited in PubChem BioAssay by Broad Institute.
FN deposition inh: fibronectin deposition inhibition; AH1F fibroblasts, Alexa488-fibronectin deposition fluorescence, overnight; inhibition, % at 12.6 µM; hit rate 0.086% among 350,000;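 active = mean inhibition across replicates of 30% or more, regardless of how many single replicates reach that level; inconclusive = mean under 30% yet at least half of replicates reach 30%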;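 note: positive control wells lacked labelled fibronectin entirely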
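Assay system: AH1F fibroblasts / Quantity: 10000 cells per well / Medium: DMEM plus 2% serum, read in PBS / Reagent: labelled fibronectin 24 nM / Dosing: single dose, pinned / Times: 1 h cell attachment, overnight exposure to compound and label / Signal: fluorescence, ex 485 nm, em 525 nm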
SIRT5 block: inhibitors of human sirtuin-5 desuccinylase; Q9NXA8; Purified SirT5, succinyl-peptide AMC, trypsin-coupled fluorescence; inhibition, % at 15 µM; hit rate 1.1% among 330,000; AID 652115; in the data active = inhibition above about 15%; inconclusive = no clear call, values can overlap the other calls
Target sequence (Q9NXA8 whole entry, looked up): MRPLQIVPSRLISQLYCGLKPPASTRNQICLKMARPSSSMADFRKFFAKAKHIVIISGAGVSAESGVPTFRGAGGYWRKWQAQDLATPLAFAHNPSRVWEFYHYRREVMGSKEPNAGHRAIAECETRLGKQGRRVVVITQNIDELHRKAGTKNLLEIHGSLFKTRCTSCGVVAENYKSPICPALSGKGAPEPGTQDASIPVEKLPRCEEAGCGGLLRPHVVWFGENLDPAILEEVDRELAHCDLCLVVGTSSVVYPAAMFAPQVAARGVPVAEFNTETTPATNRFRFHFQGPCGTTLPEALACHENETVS
Statin myotox sup: suppressors of simvastatin-induced myotoxicity in C2C12 myotubes. ATP luminescence, 48 h; scaled: DMSO 0, geranylgeraniol control 100. rescue of ATP level, % at 7.49 µM. hit rate 0.78% among 330,000;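 active = mean ATP rescue above about 67%, or every replicate alone reaching that limit, limit read from the data, passing the limit was not always enough; inconclusive = no clear call, values can overlap the other calls; inactive = mean under the limit and some replicate under it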;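 note: myotubes were challenged with 10 µM simvastatin during compound exposure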
S100A4 MyoIIA: inhibitors of human S100A4 binding to myosin IIA peptide; S100A4/TAMRA-MyoIIA peptide fluorescence polarization; inhibition, % at 10.7 µM; hit rate 0.14% among 360,000; AID 652163;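 active = mean inhibition of at least 70% across replicates, with every replicate also reaching that level; inconclusive = mean inhibition reaches 70% but some replicates fall short; inactive = mean inhibition below 70%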
Target sequence (P26447 whole entry, looked up): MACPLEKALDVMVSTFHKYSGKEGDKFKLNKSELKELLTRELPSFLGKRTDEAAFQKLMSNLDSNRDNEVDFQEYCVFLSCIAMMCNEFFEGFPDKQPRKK
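Material: human S100A4 monomer with TAMRA-labelled myosin IIA peptide; buffer or medium: HEPES pH 7.2 with CaCl2, KCl, NaCl, DTT, Triton; compound dosing: one concentration per compound; schedule: 5 min incubation before reading; benchmarks: neutral control DMSO, positive control TFP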
LGR2 inh: Drosophila LGR2 receptor signaling inhibition. HEK293 LGR2, CRE-luciferase, bursicon-stimulated, 4 h. inhibition, % at 9.99 µM. hit rate 0.35% among 380,000. AID 720647;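 active = drop in luminescence signal, shown as inhibition above about 50% in the replicate tests, limit read from the data, passing the limit was not always enough; inconclusive = probably only some replicates passing the limit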;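 note: agonist challenge used bursicon conditioned medium at about half maximal strength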
Casp6 inh: inhibitors of human caspase-6; hit rate 0.53% among 350,000; AID 686996; purified caspase-6, Z-VEID-R110 cleavage fluorescence; inhibition, % at 12.5 µM; P55212;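 active = mean inhibition across replicates at least about 35%, with every replicate also reaching that limit, limit read from the data; inconclusive = only one of the two criteria met; inactive = neither criterion met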;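 note: 0% = median of neutral control wells and 100% = no fluorescence left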
Target sequence (P55212 24-179 limits assumed): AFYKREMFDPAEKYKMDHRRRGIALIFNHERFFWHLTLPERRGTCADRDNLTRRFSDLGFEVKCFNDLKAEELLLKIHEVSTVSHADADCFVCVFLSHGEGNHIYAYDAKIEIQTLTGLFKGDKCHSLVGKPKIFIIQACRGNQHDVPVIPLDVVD
Target sequence (P55212 194-293 limits assumed): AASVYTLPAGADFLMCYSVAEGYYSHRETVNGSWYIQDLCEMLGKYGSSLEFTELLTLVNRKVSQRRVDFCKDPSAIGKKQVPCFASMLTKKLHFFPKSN
esBAF inh: blocks esBAF chromatin remodeling in mouse ES cells. Bmi1-luciferase knock-in reporter, 24 h; 100% = twice the neutral-well signal. reporter increase, % at 12.5 µM. hit rate 2% among 350,000. AID 602393; in the data active = activation above about 40%; inconclusive = no clear call, values can overlap the other calls;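 note: 0% = median of the plate's neutral control wells and 100% = double that signal; a rise in the Bmi1 reporter signal indicates esBAF inhibition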
Numbers without * were called inactive; ? = inconclusive; nt = no result given. The list is partial; count on the stated rates, not on these rows.

no.	SMILES	S100A4 MyoIIA	FN deposition inh	LGR2 inh	Statin myotox sup	SIRT5 block	esBAF inh	Casp6 inh
1	O=C(NN1C(=O)c2ccccc2NC1c1ccoc1)c1ccc([N+](=O)[O-])cc1 (configuration not stated)	-7	15	nt	1	3	3	1
2	CCOC(=O)Cc1csc(NS(=O)(=O)c2cccc([N+](=O)[O-])c2)n1	-1	0	10	5	1	5	4
3	CN1CCN(CC(=O)NN2CC(=O)N(c3ccc(F)cc3)CC2=O)CC1	-1	2	5	nt	-1	nt	-3
4	COc1cc(/C=C2/C(C)=C(C#N)c3nc(N)c(C#N)c(C)c32)ccc1OCC(=O)O	-25	-3	1	nt	9	nt	nt
5	Cc1ccc(SCC(=O)OC(C)C(=O)N2CCc3ccccc32)cc1 (configuration not stated)	-8	-4	-11	nt	-1	nt	0
6	CCOc1ccc(N2CC(C(=O)NCc3ccccn3)CC2=O)cc1 (configuration not stated)	-6	4	-11	1	-1	-1	-1
7	COc1ccc(CNc2ncccc2[N+](=O)[O-])cc1	5	-10	-81	11	3	54*	-1
8	c1coc(-c2nnc3n2C2(CCCC2)Cc2ccccc2-3)c1	-5	8	11	-27	nt	1	nt
9	C[C@@H]1CN([C@H](C)CO)S(=O)(=O)c2ccc(-c3cccc(F)c3)cc2O[C@H]1CN(C)CC1CC1	2	-4	-17	-53	15	0	-3
10	O=C(Nc1cccc2ccccc12)c1cc2c(cc1Br)OCO2	0	-7	-5	2	-5	2	2
11	Cc1cccc(NS(=O)(=O)c2ccc(C)c(C(=O)NC3CCN(Cc4ccccc4)CC3)c2)c1	-5	-18	12	-6	-1	-2	-11
12	Cc1ccc(NS(=O)(=O)c2ccc(NC(=O)c3cccs3)cc2)c(C)c1	-2	-9	nt	nt	8	nt	-2
13	CCOc1ccc(S(=O)(=O)NC(Cc2cnc[nH]2)C(=O)O)cc1 (configuration not stated)	4	4	-12	nt	-4	nt	0
14	O=c1c2cc(NC(=S)N3CCCCC3)ccc2nc2n1CCCCC2	-5	14	-9	-5	-7	5	-6
15	CC1=N/C(=C\c2ccc([N+](=O)[O-])cc2)C(=O)N1c1cc(Cl)ccc1C	nt	-4	nt	-5	nt	-12	nt
16	C[C@@H]1CN([C@@H](C)CO)S(=O)(=O)c2ccc(C#CC(C)(C)O)cc2O[C@@H]1CN(C)Cc1ccccc1	7	-5	10	-19	1	-2	3
17	CCC(=O)N(C)C[C@H]1Oc2cc(C#Cc3ccccc3)ccc2S(=O)(=O)N([C@@H](C)CO)C[C@H]1C	3	-12	3	-39	-1	1	1
18	COc1ccc(/C=C(\C#N)C(=O)OCC(=O)NCc2ccccc2Cl)cc1	-3	-11	5	nt	nt	nt	2
19	CS(=O)(=O)N(CC(=O)N1CCCCCC1)c1cc(Cl)ccc1Cl	0	4	12	-5	0	0	1
20	CC(C)(C)CN1CCNC[C@H]1Cc1cccc2ccccc12	-20	0	-2	-9	2	0	-8
21	COC(=O)C[C@H]1CC[C@H]2[C@@H](COC[C@H](O)CN2S(=O)(=O)c2ccc(F)cc2)O1	0	-7	2	17	2	-1	-2
22	O=C1CN(S(=O)(=O)c2cc(C(F)(F)F)ccc2Cl)CCN1	-5	2	25	-17	-4	-2	-2
23	COc1ccc(Br)cc1CNC(=O)C1CCCN(S(=O)(=O)N2CCC(C)CC2)C1 (configuration not stated)	-3	5	25	5	1	8	2
24	Cc1cc([N+](=O)[O-])nn1CC(=O)N/N=C/c1ccc(O)cc1O	-2	-1	12	-3	1	-14	10
25	CC(C)C(c1nnnn1Cc1ccc(F)cc1)N1CCN(C2CCCC2)CC1 (configuration not stated)	3	-13	-5	0	-6	0	-1
26	Nc1c(-c2cccc(Cl)c2)cnc2c(-c3ccccc3)cnn12	2	12	-46	-35	-4	60*	-3
27	CC(C)(C)c1cc(N)n2nc(C(C)(C)C)cc2n1	-4	nt	16	nt	nt	nt	0
28	Cc1ccc(/C=N/N2C(=O)c3ccccc3NC2c2ccc(C)cc2)cc1 (configuration not stated)	nt	-4	-71	10	nt	12	nt
29	Cc1[nH]nc(SCC(=O)NC2CCCC2)c1[N+](=O)[O-]	-6	3	10	-1	1	-1	2
30	CCOC(=O)C1CCN(S(=O)(=O)c2c(C(=O)N3CCCCC3)c(C)n(C)c2C)CC1	-1	-14	-9	0	-3	1	1

Along the list, as entered above.
esBAF inh, entries 10–19 → 2, -2, nt, nt, 5, -12, -2, 1, nt, 0

(continued)
no.	SMILES	S100A4 MyoIIA	FN deposition inh	LGR2 inh	Statin myotox sup	SIRT5 block	esBAF inh	Casp6 inh
31	CC1(C)C2CCC1(CS(=O)(=O)NCc1ccc(C(F)(F)F)cc1)C(=O)C2 (configuration not stated)	-2	-6	10	-41	-3	3	0
32	C[C@H](CO)N1C[C@H](C)[C@H](CN(C)C(=O)CN(C)C)Oc2cc(C#Cc3ccccc3)ccc2S1(=O)=O	-2	15	18	4	-2	-1	-1
33	NC(=S)NC1CCS(=O)(=O)C1 (configuration not stated)	-6	3	-22	nt	-1	nt	0
34	CCOc1ccc(NC(=O)CN2C(=O)NC(CCc3ccccc3)C2=O)cc1OCC (configuration not stated)	22	-2	9	nt	-3	nt	0
35	O=C(Nc1nonc1NC(=O)c1cccs1)c1cccs1	-6	-8	14	nt	2	nt	5
36	O=C1NCCN(CC2CCN(CCc3ccc(Cl)c(Cl)c3)CC2)C1=O	3	-2	-11	5	-2	-5	32
37	COc1ccc(S(=O)(=O)N(CC(=O)N2CCCCCC2)c2ccccc2OC)cc1	-4	1	-2	99*	nt	-5	2
38	COc1ccccc1/C=N/Nc1cc(C)nc(N2CCOCC2)n1	-16	3	nt	nt	1	nt	1
39	CCN(Cc1ccncc1)C(=O)c1ccco1	-6	nt	-1	nt	-3	nt	4
40	Cc1ccc(CN2CC(C(=O)NCCC3=CCCCC3)CC2=O)cc1 (configuration not stated)	2	1	-9	2	-2	-3	5
41	CC(=O)c1cccc(NC(=O)CSCc2ccccc2)c1	nt	6	nt	8	nt	10	nt
42	CCN(CC)CCNc1ccc2nnc(CCNS(=O)(=O)c3ccc(C)cc3)n2n1	7	-5	1	nt	-5	nt	-29
43	COc1ccc(NC(=O)c2cc3ccccc3[nH]2)cc1	-12	6	-36	6	-1	?	-3
44	NC(=O)C1CCN(C(=O)c2cnn(-c3ccccc3)c2NC(=O)c2ccco2)CC1	nt	nt	6	98*	nt	-5	nt
45	COc1ccc(N(CC(=O)N2CCN(c3ccccc3)CC2)S(=O)(=O)c2ccc(C)cc2)cc1	1	-8	-4	0	3	2	1

Full records as entered above. Order of values: S100A4 MyoIIA	FN deposition inh	LGR2 inh	Statin myotox sup	SIRT5 block	esBAF inh	Casp6 inh
C[C@H](CO)N1C[C@H](C)[C@H](CN(C)C(=O)CN(C)C)Oc2cc(C#Cc3ccccc3)ccc2S1(=O)=O across the screens: -2	15	18	4	-2	-1	-1
COc1ccc(N(CC(=O)N2CCN(c3ccccc3)CC2)S(=O)(=O)c2ccc(C)cc2)cc1 across the screens: 1	-8	-4	0	3	2	1

Continuation.
no.	SMILES	S100A4 MyoIIA	FN deposition inh	LGR2 inh	Statin myotox sup	SIRT5 block	esBAF inh	Casp6 inh
46	O=C1CN(C(=O)COC(=O)c2cccc(Br)c2)c2ccccc2N1	-4	0	30	0	1	-6	3
47	CCOC(=O)c1sc(N)c(C#N)c1COC(=O)CNC(=O)c1ccccc1	nt	8	nt	-1	nt	-7	nt
48	C[C@@H](O)C#Cc1ccc([C@H]2[C@@H](CO)N3CCCCN(C(=O)c4cccc(F)c4)C[C@@H]23)cc1	nt	nt	-15	4	nt	-2	nt
49	CCCNC(=O)N(C)C[C@H]1Oc2ncc(C#C[C@H](C)O)cc2C(=O)N([C@H](C)CO)C[C@@H]1C	-20	-13	-52	nt	-2	2	-1
50	CN(C)CCNc1nc2sc3c(c2c(=O)n1-c1ccc(F)cc1)CCCCC3	2	-5	nt	nt	-2	nt	-6
51	Cc1noc(C)c1NC(=O)N(C)C[C@@H]1Oc2ccc(NC(=O)NC(C)C)cc2CC(=O)N([C@@H](C)CO)C[C@@H]1C	3	nt	nt	-12	-1	-8	-1
52	C[C@@H]1CN([C@H](C)CO)C(=O)c2cc(NC(=O)c3ccncc3)ccc2O[C@@H](C)CCCCO[C@@H]1CN(C)S(=O)(=O)c1ccccc1	-10	12	6	nt	11	-3	0
53	CCN(C[C@H]1[C@H](c2ccccc2)[C@@H](CO)N1C(C)=O)C(=O)c1cccc(F)c1	-27	nt	18	-2	nt	-3	1
54	CN(C)S(=O)(=O)c1cccc(C(=O)OCC(=O)c2c(N)n(C)c(=O)n(C)c2=O)c1	-1	-5	-7	-5	0	-1	3
55	CO[C@@H](CN(C)S(=O)(=O)c1cccc(Cl)c1)[C@@H](C)CN([C@@H](C)CO)S(=O)(=O)c1cccc(Cl)c1	7	-2	-4	-13	4	-4	1
56	COc1cc(-c2noc(CCCC(=O)Nc3ccc(C(N)=O)cc3)n2)cc(OC)c1OC	-3	1	0	nt	-1	nt	-3
57	O=C(c1cccc(F)c1)N1CC2(C1)[C@H](c1ccccc1)[C@H](CO)N2Cc1ccccn1	22	4	13	nt	-3	nt	nt
58	CC(NS(=O)(=O)c1ccc(OCC(=O)NCc2ccncc2)cc1)c1ccccc1 (configuration not stated)	-14	-2	2	-6	-4	1	-2
59	O=C(NC1CCCC1)C(c1ccc(F)cc1)N(C(=O)c1csnn1)C1CC1 (configuration not stated)	-9	2	6	-10	-1	-2	5
60	Cc1ccsc1CN1CC(=O)N(c2c(C)cccc2C)C1=S	0	-18	14	nt	-1	nt	-3
61	Cc1cc(C)n(S(=O)(=O)c2cccc([N+](=O)[O-])c2)n1	-1	1	12	8	-1	-1	0
62	COC(=O)c1sccc1NC(=O)CSCCc1ccncc1	1	-2	9	nt	0	nt	-3
63	N#C[C@H]1[C@H](c2ccccc2-c2cccc(F)c2)[C@@H](CO)N1C(=O)Cc1cccnc1	4	-5	9	nt	1	nt	-3
64	CCc1nc2ccc(C(=O)NCc3ccc(OC)cc3)cn2c1N(CCC(C)C)CCN(C)C	4	nt	-2	-11	9	1	-2
65	CC1CCCCN1S(=O)(=O)c1ccc2c(c1)C(C)(C)C(=O)N2C (configuration not stated)	-6	3	-19	0	nt	-6	0
66	N#Cc1cc(-c2ccc(Cl)cc2)cn(Cc2c(Cl)cccc2Cl)c1=O	nt	-8	-36	15	nt	-5	nt
67	COc1ccc(CNC(=O)Nc2ccc3c(c2)N(C)C(=O)CS3)cc1	-9	-7	-7	nt	1	nt	5
68	CO[C@@H]1CN(C)C(=O)c2ccc(NC(=O)c3ccccc3F)cc2OC[C@@H](C)N(C)C[C@@H]1C	nt	-7	-23	-6	nt	-1	nt
69	COc1ccc2c3c([nH]c2c1)[C@H](CO)N(C(=O)C1CC1)CC31CCN(S(C)(=O)=O)CC1	-5	nt	-11	nt	4	nt	1
70	CCN1C(Nc2ccccc2)=NC[C@@H]1Cc1ccccc1	1	-12	19	15	-4	5	0
71	Cc1cnc(NC(=O)CSc2ccccc2)s1	-3	nt	-48	-25	-2	14	4
72	O=C(C[C@H]1C=C[C@H](NC(=O)Nc2cccc(F)c2)[C@H](CO)O1)NCC1CC1	-2	6	-7	2	-1	1	3
73	COc1ccc(/C=C/c2cc(C(F)(F)F)[nH]c(=O)n2)cc1OC	12	1	22	nt	4	nt	14
74	O=C(CN1CCOCC1)N1CCCCN2[C@H](C1)[C@H](c1ccc(/C=C/c3ccccc3)cc1)[C@@H]2CO	0	nt	0	1	4	0	0
75	C[C@H]1CN([C@@H](C)CO)C(=O)c2c(c3ccccc3n2C)-c2ccccc2CO[C@H]1CN(C)S(=O)(=O)c1ccc(C#N)cc1	7	-12	22	-9	4	0	1
